From PubChem BioAssay
PfHsp90 yeast 2 = reduces growth (ATP signal) of yeast expressing P. falciparum Hsp90 | actives 0.32% (n = 310,000) | inhibition, % at 9.4 µM | S. cerevisiae expressing PfHsp90, BacTiter-Glo ATP, 48 h; yeast lacking PDR1 and PDR3 efflux regulators | AID 504621;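 active = every replicate shows inhibition above about 80%, whatever the replicate mean, limit read from the data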;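 also: 0% = DMSO neutral controls and 100% = 20 µM radicicol positive controls; yeast relying on Plasmodium falciparum Hsp90 in place of its own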
AddAB inh = less growth of phage-infected E. coli with AddAB. E. coli expressing H. pylori AddAB, absorbance growth. inhibition, % at 11.9 µM. actives 0.29% (n = 330,000). AID 435030; in the data active = inhibition above about 12%;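 also: 0% = vehicle wells of infected cells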
Arrestin-AP2 inh = human beta-arrestin and AP2 interaction inhibition; actives 0.31% (n = 340,000); FITC-arrestin peptide / GST-AP2 beads, flow cytometry; AP2 beta2 appendage carries R879A mutation; inhibition, % at 10 µM;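 active = inhibition above a set limit, near 3 SD of compounds lacking own fluorescence, cut at about 54% in these data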;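 also: plate controls were DMSO wells for no effect and 5 µM unlabelled arrestin peptide for full effect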
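Test system: GST-tagged AP2 beta2-adaptin appendage (R879A) on 4 µm glutathione beads; also added: fluorescein-tagged arrestin peptide at 50 nM final; timing: 12 min plus 1 h, RT; signal: flow cytometry, FL1 (488/535 nm); read-out: percent drop in bead-associated FITC signal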
phage Ecoli inh = E. coli growth loss with phage present | inhibition, % at 11.9 µM | growth absorbance | actives 0.26% (n = 360,000); in the data active = inhibition above about 11%
Mot1-301 SUMO = SUMOylation pathway inhibition by Mot1-301 growth rescue. S. cerevisiae Mot1-301 growth rescue, ATP luminescence, 38.5C; percent above DMSO median, 100 means doubled. AID 2716. growth rescue, % at 18.8 µM. actives 1% (n = 320,000);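 active = every valid replicate shows activation above 250% relative to neutral control wells; inactive = the rest, any valid replicate at or below 250%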;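 also: OY570 slx delta 5 strain wells were the positive control but not used for scaling; some compounds called inactive have numbers as strong as hits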
DSG3 Ab inh = human desmoglein-3 autoantibody binding inhibition; AID 588358; binding (percent of control), % at 10 µM; DSG3-coupled beads, scFv-anti-DSG3-GFP binding, flow cytometry; hits give low values; actives 0.48% (n = 310,000);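 active = binding more than 3 SD below its plate's average and above zero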;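 also: hits lower antibody fragment binding to DSG3; some compounds called inactive have numbers as strong as hits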
MOR-DOR inv ag = inverse agonists of human mu-delta opioid receptor heterodimerization. actives 0.21% (n = 340,000). P35372+P41143. cell-based MOR-DOR heterodimer luminescence, inverse agonism. inhibition, % at 9.3 µM. AID 504357; in the data active = inhibition above about 22%, passing the limit was not always enough;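 also: 0% = cells with DMSO and 100% = wells without cells with DMSO; values of inactives mirror those of a sister screen read the other way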
Target sequence (P35372 whole entry, looked up): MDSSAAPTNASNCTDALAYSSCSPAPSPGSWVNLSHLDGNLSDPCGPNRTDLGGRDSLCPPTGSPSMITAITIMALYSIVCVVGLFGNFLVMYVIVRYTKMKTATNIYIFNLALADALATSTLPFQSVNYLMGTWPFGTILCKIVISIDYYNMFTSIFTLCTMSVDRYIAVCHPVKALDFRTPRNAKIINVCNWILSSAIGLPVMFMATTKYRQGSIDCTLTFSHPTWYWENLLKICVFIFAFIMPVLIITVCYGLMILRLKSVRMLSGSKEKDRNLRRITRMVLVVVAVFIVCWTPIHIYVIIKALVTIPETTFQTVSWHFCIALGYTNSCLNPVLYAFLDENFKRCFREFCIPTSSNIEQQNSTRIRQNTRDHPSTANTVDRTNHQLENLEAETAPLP
Target sequence (P41143 whole entry, looked up): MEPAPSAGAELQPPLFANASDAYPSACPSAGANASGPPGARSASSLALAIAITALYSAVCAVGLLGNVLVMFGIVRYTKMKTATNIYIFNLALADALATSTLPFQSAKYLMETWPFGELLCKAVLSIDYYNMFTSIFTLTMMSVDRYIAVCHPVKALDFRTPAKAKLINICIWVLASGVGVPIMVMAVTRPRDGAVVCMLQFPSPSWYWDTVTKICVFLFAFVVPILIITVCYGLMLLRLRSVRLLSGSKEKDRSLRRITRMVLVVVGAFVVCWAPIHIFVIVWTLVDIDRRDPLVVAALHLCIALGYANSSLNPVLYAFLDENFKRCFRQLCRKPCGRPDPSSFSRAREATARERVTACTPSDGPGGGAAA
Ecoli viability = bacterial growth inhibition, counter-screen for AddAB inhibitors | E. coli V3065 growth, OD600 absorbance, 18 h | inhibition, % at 11.9 µM | actives 0.27% (n = 330,000) | AID 449728;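 active = inhibition above the campaign's mean inhibition across all tested compounds plus 3 SD, cut at about 9.9% in these data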;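 also: uninfected addAB+ strain grown without phage in ampicillin broth; 0% = DMSO wells and 100% = ciprofloxacin 0.95 µg/ml wells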
PKA-R1A activ = activators of PKA-R1A complex; P00514+P68181; PKA-R1A dissociation, Cy5-IP20 fluorescence polarization; scaled: DMSO 0%, 113 µM cGMP 100%; activation, % at 11.4 µM; actives 0.083% (n = 340,000); AID 504707;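 active = percent activation above the mean of all tested compounds plus 3 SD, cut at about 19% in these data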;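 also: higher means more PKAc released from R1A so a rise in polarization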
Tat export inh = E. coli Tat transport inhibition; E. coli MC4100 TorA-mCherry Tat export, fluorescence; inhibition, % at 10 µM; actives 0.036% (n = 340,000); AID 488895;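 active = mean replicate inhibition at least 50% and at least half of replicates individually reaching 50%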;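 also: exported cargo escapes ClpAP degradation while cytoplasmic cargo is degraded and loses fluorescence; 0% = median of neutral control wells and 100% = median of NaSCN control wells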
MOR-DOR ag = agonists of human mu-delta opioid receptor heterodimerization. P35372+P41143. cells, OPRM1-OPRD1 heterodimerization, luminescence. activation, % at 9.3 µM. actives 0.3% (n = 340,000). AID 504326; in the data active = activation above about 18%;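 also: 0% = vehicle-treated cells and 100% = reference agonist; values of inactives mirror those of a sister screen read the other way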
Starred values were filed as active, the others as inactive; i = inactive; . = no result given. Rows were taken by chance (roughly 2.8% active in at least one column).

Molecule,Arrestin-AP2 inh,AddAB inh,PfHsp90 yeast 2,PKA-R1A activ,phage Ecoli inh,MOR-DOR ag,DSG3 Ab inh,Ecoli viability,Mot1-301 SUMO,Tat export inh,MOR-DOR inv ag
N#C/C(=C\c1ccc(OC(=O)c2ccccn2)cc1)C(N)=O,5,4.6,26,-3,0.1,-3.1,98,-1.3,-3,-1,18
Cc1cc(OCCCC(=O)Nc2cc(S(=O)(=O)N3CCOCC3)ccc2N2CCOCC2)ccc1Cl,21,.,-8,2,1.6,-0.4,106,.,.,4,2
Cn1c(=NC(=O)c2cnccn2)sc2ccccc21,14,2.2,-1,-8,0.3,-0.5,88,2.2,7,-5,3
O=C(CSc1nnc2ccccn12)NCc1ccc2c(c1)OCO2,2,2.0,.,-6,3.1,-0.1,88,-1.0,0,-5,1
NC(=O)CCC(NS(=O)(=O)c1ccc(Cl)cc1)C(=O)NCc1ccccc1Cl (stereo not drawn),-3,2.4,-8,-6,-0.1,-1.4,78,-0.6,5,-8,7
O=C(OCc1c(Cl)nc2sccn12)c1cc2c(s1)CCCC2,-6,1.6,10,0,2.4,-1.1,97,3.9,0,-2,6
COC(=O)CSc1nc(C)cc(C(F)(F)F)c1C#N,32,2.7,35,2,-1.4,-1.0,123,-1.8,14,-3,4
Nc1c(C(=O)NCc2ccc3c(c2)OCO3)c2nc3ccccc3nc2n1CCCN1CCOCC1,3,-0.8,-14,-2,0.7,1.5,116,-3.5,-2,5,-9

Remaining list, next part:
Molecule,Arrestin-AP2 inh,AddAB inh,PfHsp90 yeast 2,PKA-R1A activ,phage Ecoli inh,MOR-DOR ag,DSG3 Ab inh,Ecoli viability,Mot1-301 SUMO,Tat export inh,MOR-DOR inv ag
COc1cc(OC)cc(OCC(O)Cn2ccnc2C)c1 (stereo not drawn),3,2.5,-6,-1,2.3,-1.5,.,1.4,77,1,9
CC(=O)c1c(O)cc(=O)oc1-c1ccc(C)cc1,-1,0.9,-8,-4,3.1,-1.3,108,-2.0,0,0,7
CSc1ccc(C(=O)C2CCCN(C(=O)c3cccnc3SC)C2)cc1 (stereo not drawn),38,5.0,16,9,0.1,-0.3,93,-0.1,2,1,2
CSCCC(NC(=O)COc1ccccc1)C(=O)N1CCN(c2ccccc2O)CC1 (stereo not drawn),1,-0.3,7,-13,5.1,-1.6,115,2.4,-8,-5,9
COc1cc(C(=O)N(CCN(C)C)CC2CCCN(Cc3ccccc3F)C2)ccc1C (stereo not drawn),-6,0.9,-18,9,-1.8,-2.0,92,-0.1,-13,3,10
Cc1cc(OC(=O)c2cccc(F)c2)c([N+](=O)[O-])c(=O)[nH]1,-7,1.4,-24,1,1.9,-1.3,110,0.1,-8,-3,7
FC(F)(F)c1cccc(Cc2noc(CN(Cc3ccccn3)CC3CCCO3)n2)c1 (stereo not drawn),4,-0.4,-1,-9,-4.2,1.3,95,-3.8,56,1,-6
COc1cccc(NC(=O)CS(=O)(=O)c2cn(CC(=O)N3CCOCC3)c3ccccc23)c1,5,-0.7,27,-7,-2.3,1.0,106,-2.5,1,-2,-5

Further results:
Molecule,Arrestin-AP2 inh,AddAB inh,PfHsp90 yeast 2,PKA-R1A activ,phage Ecoli inh,MOR-DOR ag,DSG3 Ab inh,Ecoli viability,Mot1-301 SUMO,Tat export inh,MOR-DOR inv ag
CCOc1ccc2oc(C(=O)OCC(=O)N3C(C)CCCC3C)c(C)c2c1 (stereo not drawn),-2,-1.4,3,-7,1.4,-3.7,101,-2.8,1,-1,14
COc1ccc(-n2c(C)cc(/C=C3\C(=N)N4N=C(CC(=O)N5CCOCC5)SC4=NC3=O)c2C)c(OC)c1,-16,3.2,-47,-6,1.8,-0.7,107,-2.5,2,1,4
COCc1nnc(NC(=O)C2CCN(C(=O)c3ccco3)CC2)s1,-4,1.8,-5,3,2.3,-2.8,109,-1.5,i,1,15
CC(=O)N1CCCC(C(=O)c2ccc(Oc3ccccc3)cc2)C1 (stereo not drawn),-7,4.6,-26,-1,-0.5,0.5,.,0.6,-6,1,-2
CCOc1ccc(N=C2NC(=O)CS2)cc1,23,4.0,12,5,2.2,0.2,97,-0.3,4,3,-1
COC(=O)c1ccc(CNC(=O)COC(=O)CCN2C(=O)C3CC=CCC3C2=O)cc1 (stereo not drawn),-5,0.3,16,-10,3.1,-4.1,108,1.3,18,0,21
CC(=O)c1cccc(CN2CCCC(C(=O)Nc3cccc(-n4cccn4)c3)C2)c1 (stereo not drawn),-18,-0.4,-12,-11,1.6,-1.5,115,1.4,-6,-4,6
COCC(=O)n1nc(-c2ccc(Cl)cc2)nc1NCc1ccc(F)cc1,11,5.3,-7,-11,1.1,3.4,93,1.0,539*,4,-17

(further entries)
Molecule,Arrestin-AP2 inh,AddAB inh,PfHsp90 yeast 2,PKA-R1A activ,phage Ecoli inh,MOR-DOR ag,DSG3 Ab inh,Ecoli viability,Mot1-301 SUMO,Tat export inh,MOR-DOR inv ag
CCN1C(=O)/C(=C/N2CC(C)CC(C)C2)SC1=S (stereo not drawn),-4,0.9,-29,-9,2.2,-0.5,.,1.3,-2,5,3
O=C(Nc1cccc(S(=O)(=O)N2CCOCC2)c1)C1CCN(S(=O)(=O)c2ccccc2)CC1,5,1.1,6,5,3.5,-2.2,95,-2.2,-23,4,9
CN(C)CCCN(Cc1ccccc1)C(=S)Nc1ccc(F)c(Cl)c1,18,1.9,18,-14,1.5,-0.5,107,2.4,608*,1,3
O=C(Nc1nc2ccsc2c(=O)s1)c1ccc(Cl)cc1,-17,1.3,-15,-1,1.9,-1.8,100,0.7,-13,-5,9
Brc1ccc(CNc2ccc3ncccc3c2)cc1,1,.,4,4,3.3,0.4,118,.,157,2,-2
COc1ccc(S(=O)(=O)N2CCOCC2)cc1C(=O)Nc1ccon1,-3,1.9,3,0,1.9,-3.9,119,1.6,-7,-9,16
CCOC(=O)N1CCC(c2nc(C)sc2C(=O)O)CC1,6,-1.1,-5,2,1.6,-0.5,100,-1.8,153,-1,3
Cc1cc(C(=O)CN2C(=O)C(=O)N(Cc3ccccc3)C2=O)c(C)n1-c1ccc2c(c1)OCCO2,-9,1.7,-6,13,3.9,-1.2,102,0.7,-5,-2,6

Remaining list, next part.
Molecule,Arrestin-AP2 inh,AddAB inh,PfHsp90 yeast 2,PKA-R1A activ,phage Ecoli inh,MOR-DOR ag,DSG3 Ab inh,Ecoli viability,Mot1-301 SUMO,Tat export inh,MOR-DOR inv ag
Cc1nnc(N2CCOCC2)c2nn(-c3ccccc3)c(C)c12,-9,-1.1,-13,3,3.8,-1.1,102,-4.2,-22,-5,7
Cc1ccccc1-c1nc(CN2CCCC2c2ccc(F)cc2)c(C)o1 (stereo not drawn),-4,2.5,-5,-2,3.6,-2.3,110,1.4,32,6,12
Cc1ccc(C2=NN(S(=O)(=O)c3ccccc3)C(c3ccco3)C2)cc1 (stereo not drawn),1,2.0,-13,-17,0.3,-1.8,94,0.7,-3,-9,7
COC(=O)C(Cc1ccc(O)cc1)NC(=O)CCNC(=O)c1ccco1 (stereo not drawn),2,0.8,15,-9,1.4,-2.6,115,-2.7,4,3,14
O=C(Nc1ccc2c(c1)OCCO2)NC12CC3CC(CC(C3)C1)C2,3,4.7,-10,-3,1.9,0.5,115,1.1,15,-1,-3
COc1cccc(COC(=O)CCNC(=O)c2ccc(Br)cc2)c1OC,1,0.0,-2,4,2.6,-1.3,109,1.4,2,10,7
COCCNC(=S)N=Nc1c(O)[nH]c2c(C)cc(C)cc12,-31,-3.3,-9,-6,1.9,-0.8,103,-1.8,-7,-6,4
Cc1ccc(CN2[C@@H](c3ccccc3)COCCS2(=O)=O)cc1,-5,3.6,-3,6,1.5,4.3,106,-1.0,24,2,-25

Continued:
Molecule,Arrestin-AP2 inh,AddAB inh,PfHsp90 yeast 2,PKA-R1A activ,phage Ecoli inh,MOR-DOR ag,DSG3 Ab inh,Ecoli viability,Mot1-301 SUMO,Tat export inh,MOR-DOR inv ag
COc1cc(/C=C2\C=CC(=O)O2)cc(OC)c1,10,1.2,-3,-5,-0.2,-0.5,103,-0.4,9,10,2
COC(=O)c1ccc(COC(=O)C(NC(=O)Cc2ccccc2)C(C)C)cc1 (stereo not drawn),-10,.,.,1,4.3,-2.4,102,.,.,-3,15
CC[C@@H](C)[C@@H]1CN([C@@H](CN2CCC[C@H]2CN2C(N)=NC[C@H]2C(C)C)C(C)C)C(=N)N1CCCC1CCCC1,-5,4.2,12,2,3.2,1.3,110,2.3,-24,10,-6
COc1ccc(C(=O)NC(=O)COC(=O)CCS(=O)(=O)c2ccc(C)cc2)cc1,18,.,7,-8,2.8,-0.8,89,.,.,6,5
COc1ccc(N/N=C(/C(C)=O)N2CCCc3ccccc32)cc1,2,6.2,-10,3,2.5,2.4,.,5.0,-7,8,-12
Cc1cc2n(n1)C(c1cn(-c3ccccc3)nc1C)Nc1ccccc1-2 (stereo not drawn),3,1.8,.,11,2.3,2.1,103,-0.8,12,-1,-10
COC(=O)CSc1nc(N)nc(C)c1Br,56*,0.8,-14,-2,3.8,-0.3,.,-0.8,77,-2,2
COc1ccc(-n2c(-c3ccc(OC)c(OC)c3)n[nH]c2=S)cc1,-18,0.3,1,-3,1.4,-0.5,112,1.3,6,4,2

An excerpt from above in order of heavy-atom count, descending.
Molecule,Arrestin-AP2 inh,AddAB inh,PfHsp90 yeast 2,PKA-R1A activ,phage Ecoli inh,MOR-DOR ag,DSG3 Ab inh,Ecoli viability,Mot1-301 SUMO,Tat export inh,MOR-DOR inv ag
CC[C@@H](C)[C@@H]1CN([C@@H](CN2CCC[C@H]2CN2C(N)=NC[C@H]2C(C)C)C(C)C)C(=N)N1CCCC1CCCC1,-5,4.2,12,2,3.2,1.3,110,2.3,-24,10,-6
COc1ccc(C(=O)NC(=O)COC(=O)CCS(=O)(=O)c2ccc(C)cc2)cc1,18,.,7,-8,2.8,-0.8,89,.,.,6,5
COC(=O)c1ccc(COC(=O)C(NC(=O)Cc2ccccc2)C(C)C)cc1 (stereo not drawn),-10,.,.,1,4.3,-2.4,102,.,.,-3,15
Cc1cc2n(n1)C(c1cn(-c3ccccc3)nc1C)Nc1ccccc1-2 (stereo not drawn),3,1.8,.,11,2.3,2.1,103,-0.8,12,-1,-10
COc1ccc(-n2c(-c3ccc(OC)c(OC)c3)n[nH]c2=S)cc1,-18,0.3,1,-3,1.4,-0.5,112,1.3,6,4,2
Cc1ccc(CN2[C@@H](c3ccccc3)COCCS2(=O)=O)cc1,-5,3.6,-3,6,1.5,4.3,106,-1.0,24,2,-25
COCCNC(=S)N=Nc1c(O)[nH]c2c(C)cc(C)cc12,-31,-3.3,-9,-6,1.9,-0.8,103,-1.8,-7,-6,4
COc1cc(/C=C2\C=CC(=O)O2)cc(OC)c1,10,1.2,-3,-5,-0.2,-0.5,103,-0.4,9,10,2
COC(=O)CSc1nc(N)nc(C)c1Br,56*,0.8,-14,-2,3.8,-0.3,.,-0.8,77,-2,2
